# Screens from PubChem BioAssay.
# PfM18AAP inh – blocks P. falciparum M18 aspartyl aminopeptidase; recombinant PfM18AAP, H-Glu-NHMec fluorogenic cleavage; AID 1822; inhibition, % at 7.35 µM; actives 1.2% (n = 290,000);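 active = inhibition above the campaign mean inhibition over all tested compounds plus 3 SD, cut at about 28% in these data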;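 note: 0% = plate median of test compound wells and 100% = 2 mM ZnCl2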
# NALP1 yeast inh – inhibitors of NALP1 inflammasome in yeast; S. cerevisiae NALP1/ASC/caspase-1 growth, X-gal OD620, 72 h; inhibition, % at 10 µM; actives 0.61% (n = 280,000); in the data active = inhibition mostly above about 24%, no sharp cut-off; inactive = mostly below about 32%; note: some compounds called inactive have numbers as strong as hits
# p-CIP stab down – compounds decreasing mouse p/CIP protein stability; Q05BA5; F442A p/CIP-EGFP cells, EGFP fluorescence, 16 h; decrease of EGFP signal, % at 10 µM; actives 0.01% (n = 290,000);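 active = EGFP signal decrease of at least 30% at 10 µM or well 3 SD below plate mean, unless failing retest; inactive = the rest, including hits failing retest or dose response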; note: some compounds called inactive have numbers as strong as hits; many of its hits are not listed in these tables
# IDE act – IDE (human) activation, cell-based | actives 0.073% (n = 340,000) | AID 493087 | P14735 | activation, % at 5.96 µM | HEK cells, FAbeta-B cleavage, fluorescence polarization; 0% vehicle, 100% cell-free pure enzyme wells;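 active = activation above the mean of all tested compounds plus 3 SD, set per screening campaign, cut at about 17% in these data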
# VIM-2 inhibitor – blocks Pseudomonas aeruginosa VIM-2 metallo-beta-lactamase. inhibition, % at 5.6 µM. purified VIM-2, nitrocefin hydrolysis, epi-absorbance fluorescence. actives 0.89% (n = 290,000). AID 1527;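 active = inhibition above the mean of all tested compounds plus 3 SD, cutoff set per screening run, cut at about 7.5% in these data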;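 note: red hydrolysis product quenches plate fluorescence so inhibitors raise well fluorescence; 0% = enzyme with DMSO and 100% = DMSO without enzyme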
# GPR7 antag – human neuropeptides B/W receptor 1 antagonism | P48145 | GPR7-expressing cells, fluorescence antagonist assay | inhibition, % at 4.4 µM | actives 1.1% (n = 290,000); in the data active = inhibition above about 16%, passing the limit was not always enough;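 note: cells stimulated with the agonist NPW; 0% = agonist with vehicle and 100% = vehicle without agonist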
# Target sequence (P48145 whole entry, looked up): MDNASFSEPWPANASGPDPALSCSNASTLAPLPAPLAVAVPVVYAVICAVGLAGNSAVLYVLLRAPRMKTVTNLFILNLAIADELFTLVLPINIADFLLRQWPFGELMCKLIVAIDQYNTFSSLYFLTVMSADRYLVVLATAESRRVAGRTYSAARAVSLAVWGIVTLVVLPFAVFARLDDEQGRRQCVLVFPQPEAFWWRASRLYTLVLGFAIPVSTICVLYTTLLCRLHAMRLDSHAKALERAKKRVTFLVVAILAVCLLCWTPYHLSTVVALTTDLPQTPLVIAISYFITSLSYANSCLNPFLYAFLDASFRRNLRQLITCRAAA
# PHOSPHO1 block – PHOSPHO1 (human) inhibition; actives 1.1% (n = 290,000); AID 1565; recombinant PHOSPHO1, absorbance phosphatase assay; inhibition, % at 13.3 µM; in the data active = inhibition above about 60%
# Target sequence (Q8TCT1 whole entry, looked up): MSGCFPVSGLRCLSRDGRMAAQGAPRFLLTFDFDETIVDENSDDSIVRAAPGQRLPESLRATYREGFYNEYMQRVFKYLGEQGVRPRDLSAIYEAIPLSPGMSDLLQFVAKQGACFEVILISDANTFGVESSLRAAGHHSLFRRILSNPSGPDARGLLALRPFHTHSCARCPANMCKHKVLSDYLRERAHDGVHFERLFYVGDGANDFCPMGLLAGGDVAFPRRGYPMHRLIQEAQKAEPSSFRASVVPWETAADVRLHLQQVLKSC
# IDE inh – inhibitors of human insulin-degrading enzyme in cells; inhibition, % at 5.59 µM; actives 0.41% (n = 320,000); HEK cells, FAbetaB cleavage, fluorescence polarization; AID 434962;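 active = percent inhibition above the average of all tested compounds plus 3 SD, set per screening campaign, cut at about 16% in these data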;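 note: IDE supplied by intact live HEK cells; FP after avidin binding of uncleaved biotin substrate so inhibition keeps polarization high; 0% = DMSO wells and 100% = 60 µM reference IDE inhibitor Ii1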
# IMP-1 inhibitor – inhibitors of Pseudomonas aeruginosa IMP-1 metallo-beta-lactamase; purified IMP-1, nitrocefin hydrolysis, epi-absorbance fluorescence; inhibition, % at 5.6 µM; actives 0.45% (n = 290,000); AID 1556;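 active = inhibition above the mean plus 3 SD of all compounds in the same screening run, cut at about 4.5% in these data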;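 note: 0% = IMP-1 with DMSO and 100% = DMSO wells lacking enzyme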
#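 Assay system: purified recombinant IMP-1 beta-lactamase. Input: IMP-1 0.2 nM before substrate addition. Buffer or medium: Zinc- and detergent-supplemented HEPES buffer, pH 7.1. Schedule: 25 °C, 15 min preincubation, 25 min reaction. Signal: Epi-absorbance fluorescence, 480 nm excitation, 530 nm emission. Evaluation: percent inhibition from optical density relative to buffer-blank wells.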
# An asterisk follows results filed as active; . = no result given.
SMILES,PfM18AAP inh,NALP1 yeast inh,p-CIP stab down,IDE act,VIM-2 inhibitor,GPR7 antag,PHOSPHO1 block,IDE inh,IMP-1 inhibitor
COc1cccc(N(CC(=O)NC2CCCCC2)C(=O)c2snc(C(N)=O)c2N)c1,-2,-2,-8,2,-2.5,5,32,3,-5.1
O=C(O)C1CCN(S(=O)(=O)c2ccc3c(c2)OCCCO3)CC1,-2,-18,-3,3,-0.8,-2,24,-2,-2.4
COc1ccc(-c2cc(C(F)(F)F)c(C#N)c(SCC(=O)Nc3nc(C)co3)n2)cc1,2,-16,-13,3,-3.5,-7,2,-4,-2.2
CN(C)C(=S)NC(=O)C12CC3CC(C)(CC(C)(C3)C1)C2,4,6,1,3,-2.4,-6,-93,0,-2.9
Nc1c(C(=O)C2CC2)sc2nc3c(cc12)CCC3,5,0,1,-4,-1.3,-1,1,10,-2.5
COCCC(=O)N1CCC(Oc2ccc(C(=O)N3C[C@H]4CC[C@H]3C4)cc2)CC1,-2,2,-7,9,-3.0,-19,8,2,-1.7
COc1ccc(OC)c(NC(=O)COc2ccc(Br)cc2)c1,-2,28,-6,-3,-1.0,-13,24,1,-1.1
C/C=C/COC(=O)C1=C(C)NC(=O)NC1c1ccc2c(c1)OCO2 (centres undefined),-13,5,-1,-2,-0.2,-8,-8,-1,-1.4
O=C(CCS(=O)(=O)c1ccc(Cl)cc1)Oc1ccc2c(c1)OCO2,20,0,-2,1,-0.5,0,-19,4,-2.2
CCCCCCn1c(-c2cccs2)n[nH]c1=S,16,-1,4,2,72*,-17,28,5,-3.0
O=C(N/N=C1/SCC(=O)N1Cc1ccco1)c1ccccc1F,-2,8,-8,0,-5.4,-6,-22,1,-2.0
N#CCC(=O)N/N=C\c1ccccc1OC/C=C/c1ccccc1,17,8,-2,3,-3.2,17,38,8,-0.6

# Ordered by SMILES length (rising): some entries from above.
SMILES,PfM18AAP inh,NALP1 yeast inh,p-CIP stab down,IDE act,VIM-2 inhibitor,GPR7 antag,PHOSPHO1 block,IDE inh,IMP-1 inhibitor
CCCCCCn1c(-c2cccs2)n[nH]c1=S,16,-1,4,2,72*,-17,28,5,-3.0
O=C(N/N=C1/SCC(=O)N1Cc1ccco1)c1ccccc1F,-2,8,-8,0,-5.4,-6,-22,1,-2.0
CN(C)C(=S)NC(=O)C12CC3CC(C)(CC(C)(C3)C1)C2,4,6,1,3,-2.4,-6,-93,0,-2.9

# The list goes on.
SMILES,PfM18AAP inh,NALP1 yeast inh,p-CIP stab down,IDE act,VIM-2 inhibitor,GPR7 antag,PHOSPHO1 block,IDE inh,IMP-1 inhibitor
CCCCN1CN(Cc2ccccc2)CNC1=S,3,12,-6,-1,0.0,3,7,-7,-3.4
Cc1ccc(-n2ncc3c(N4CCCC(C)C4)ncnc32)c(C)c1 (centres undefined),.,2,-8,0,.,.,-1,-2,.
Cc1ccc(NC(=S)Nc2ccc(C(C)C)cc2)cc1S(=O)(=O)N1CCCCCC1,5,1,1,1,-3.8,-7,3,1,-1.7
Cc1cc(C)n(-c2ccc(Cl)c(C(=O)OCC(=O)N3CCCCC3C)n2)n1 (centres undefined),.,-14,3,1,.,.,3,3,.
COc1ccccc1N1CCN(C(=O)CN(CCc2ccccc2)S(C)(=O)=O)CC1,-1,9,-7,1,-2.8,-12,24,2,-2.6
Cc1ccc2nc(Nc3ccccc3)cc(C)c2c1,-3,23,3,-1,0.5,-2,29,-4,0.6
Cc1nnc2ccc(-c3ccc(NC(=O)c4ccc(Cl)nc4)cc3)nn12,-10,0,-6,.,-0.7,-10,34,-1,-3.0
CCn1cc(CN2CCc3c([nH]c4ccccc34)C2c2cccc(O)c2)c(C)n1 (centres undefined),3,3,2,6,-3.8,-1,64*,3,-3.4
CCN(CC)CC#CCC(O)(c1ccccc1)C1CCCC1 (centres undefined),-2,8,15,7,-3.6,-3,7,6,-4.8
CCCOC(=O)c1c(NC(=O)CCCn2nc([N+](=O)[O-])cc2C)sc(C(=O)OC)c1C,-5,35,3,-4,-0.5,-4,0,-3,1.2
CCOc1ccccc1CNC(=O)C1CCCN(c2nnc(C)c3c(C)n(-c4ccccc4)nc23)C1 (centres undefined),-2,21,-17,3,0.1,-5,31,-2,0.6
O=C(O)C1(P(=O)(c2ccccc2)c2ccccc2)CCCC1,-5,7,5,4,-2.4,-14,4,3,-5.9
COc1ccccc1NC(=O)c1cc2c(CO)cnc(C)c2oc1=Nc1cc(OC)c(OC)c(OC)c1,2,12,-12,0,-0.6,15,37,-5,-1.4
Cc1nc2c3cc(F)ccc3n(CCN3CCCCC3)c2s1,0,3,10,0,-0.7,-8,-4,3,-0.5
CSCCC(NC(=O)c1cccc(C)c1)C(=O)O (centres undefined),1,-2,-17,2,-2.1,-14,20,5,-1.6
Oc1ccc(Nc2nc(N3CCCC3)c3ccccc3n2)cc1,-12,32,-8,-1,31*,-5,17,2,-3.4
COc1ccc(-c2noc(CN(C)C3CCOCC3)n2)cc1,4,-27,-6,2,-3.9,-5,49,1,-1.2
CC(C)OCC(O)CN (centres undefined),1,19,-24,2,-0.9,6,-6,3,-2.2
Cc1oc2cc3oc(=O)c(CC(=O)NCC(=O)N[C@@H](C(=O)O)c4ccccc4)c(C)c3cc2c1C,-8,-42,16,-1,0.9,-5,8,5,-2.6
CC1(C)Cc2c(cnn2-c2ccc(F)cc2)C(NC(=O)c2ccc(=O)oc2)C1 (centres undefined),0,3,-10,2,-3.0,-3,61*,-1,-2.5
NC(=O)NC(=O)COC(=O)c1cccc(NS(=O)(=O)/C=C/c2ccccc2)c1,0,4,-8,-4,-2.4,-2,26,0,-2.3
CNC(=O)CSc1nnc(COc2ccc(Cl)cc2)n1CCOC,1,6,-9,-7,-2.1,-1,18,-1,-2.3
CCC(C)NC(=O)c1ccc(NC(=O)C2CCCO2)cc1 (centres undefined),7,6,-10,3,-4.5,-4,11,1,-4.0
Cc1nc(C)c(Oc2ccc(Cl)cc2Cl)c(=O)[nH]1,-14,5,-2,6,-2.3,-5,45,11,-1.8
CCn1c(O)c(/C=N/N=C/c2ccc(OC)cc2)c2cc(C3=NNC(=O)CC3)ccc21,8,.,-11,-5,-0.1,-13,42,0,1.0
CN1CCN(S(=O)(=O)c2cccc3nsnc23)CC1,-14,10,-13,5,1.0,0,36,2,-2.1
Cc1ccc(-n2c(=S)[nH]c3[nH]ncc3c2=O)cc1,21,-9,-8,4,-4.3,-2,1,0,-2.2
CC(=O)NN1C(=O)/C(=C\c2ccc(Cl)cc2)SC1=S,21,-10,-11,0,-2.4,1,24,2,-1.1
Cc1c(C(=O)NCCc2ccc(S(N)(=O)=O)cc2)cccc1[N+](=O)[O-],1,-5,-6,-2,-2.5,4,39,-1,-4.4
CC(C)(C)c1ccc(Oc2ccc(NC(=O)C3CC=CCC3C(=O)O)cc2)cc1 (centres undefined),-19,-5,-11,8,1.6,-4,10,-1,0.7
COc1ccccc1-c1nnc(SCc2ccccn2)n1C,6,.,5,1,-2.6,-9,30,3,-4.1
COc1ccc(-n2ccnc(SCC(=O)NC3CCCCC3)c2=O)cc1,11,13,-1,3,-7.5,4,-10,3,-3.8
CCOC(=O)c1c(C)[nH]c2cc(Br)c(O)cc12,6,24,-10,-4,-2.4,-3,-23,-7,-2.9
Fc1ccc(C2CCCN2Cc2nc(-c3cnccn3)no2)cc1 (centres undefined),0,0,10,8,-3.2,-3,-22,0,-2.0
CC(C)Cc1ccccc1S(N)(=O)=O,-8,2,-6,-1,2.1,6,-7,-3,-0.6
CCCCCCCCCn1c2c(c(=N)c3c1CCC3)CCC2,-5,27*,-14,-1,0.7,78*,17,-1,-1.8
Cc1ccc(C)c(OCC(=O)Nc2ccccc2C(=O)NC2CC2)c1,-9,12,-5,-1,0.4,3,31,.,-0.1
N/C(CC(=O)Nc1cc(C(F)(F)F)ccc1Cl)=N\O,1,26,-6,0,-2.0,-12,52,6,-2.9
Oc1ccccc1C1=NCCNC(C(F)(F)C(F)F)=C1,0,3,-5,5,-0.3,-3,10,1,-1.4
c1ccc(COc2cccc(CN3CCN(c4ccccn4)CC3)c2)cc1,1,16,-8,-1,-4.5,-5,-36,-2,-3.5
COCCNC(=O)NC12CC3(C)CC(C)(CC(C)(C3)C1)C2,-6,-10,7,0,-2.3,19,8,2,-1.4
Cc1cc(NC(=O)COC(=O)CCNS(=O)(=O)c2c(Cl)cccc2Cl)no1,4,0,3,-4,-1.9,-1,12,-4,-3.2
CC1=C(C(=O)OCc2ccccc2)C(c2cccc(Cl)c2Cl)NC(=O)N1CCCCCC(=O)O (centres undefined),-2,2,-5,1,0.5,-12,4,0,-3.8
Cc1ccc(S(=O)(=O)N2Cc3ccccc3CC2C(=O)Nc2ccc3c(c2)OCO3)cc1 (centres undefined),-11,24,0,6,-2.0,0,5,-3,-4.5
Cc1occc1C(=O)Nc1ccc(OCc2ccccc2)cc1,6,-7,5,8,-3.0,10,17,5,-3.2
CCOC(=O)c1c(C)nc(C)c(C(=O)OCC)c1-c1cccc(N)c1,0,13,-2,2,-0.1,-1,60*,6,-1.0
CC(=O)Nc1ccc(OS(=O)(=O)c2c(C)cc(C)cc2C)cc1,4,-5,-12,2,-2.4,-7,18,0,-1.2
Cc1ccc[n+](-c2nc3ccccc3nc2[N-]S(=O)(=O)c2ccccc2)c1,6,.,-10,-4,-3.6,-7,38,4,-2.5
Cc1cc(NC(=O)c2ccc3c(c2)OCCO3)ccc1NC(=O)c1cc2ccccc2o1,-12,1,-11,-7,2.1,0,44,3,0.5
CC1Oc2ccccc2N(CC(=O)N2CCCc3ccccc32)C1=O (centres undefined),5,-1,-14,-6,-3.5,-19,16,1,-2.3
COc1ccc(NC2CC(=O)N(C(C)C)C2=O)cc1 (centres undefined),-2,.,-18,-1,-3.8,24*,0,-3,-2.7
COc1ccc2c(CC(=O)Nc3ccc(N4CCOCC4)cc3)coc2c1,6,-4,1,-3,-1.7,-10,41,6,-0.1
CS(=O)(=O)NCCCNc1ccc(Cl)cc1[N+](=O)[O-],1,-14,-11,2,-2.5,-6,-21,3,-0.9
CCc1nnc(NC(=O)CSc2nnc(-c3ccc(OC)cc3)n2C)s1,0,.,8,7,-1.6,3,-4,-3,-1.7
CN(C)n1cccc1/C=C(\C#N)S(=O)(=O)c1ccc(Cl)cc1,1,.,-12,.,-3.3,-22,23,-1,-3.2
Cc1ccccc1NC(=O)CSc1nnc(CNC(=O)c2ccc3c(c2)OCO3)n1C,-10,-12,-12,0,-1.5,-6,39,-1,-1.7
S=C(NCCCN1CCOCC1)N1CCOCC1,-2,.,2,3,-2.8,-4,36,-4,-1.5
CCCNC(=O)c1cccc(COCC(F)(F)C(F)F)c1,0,24,-14,5,-4.2,-8,14,5,-4.6
CC(C)CC(=O)Nc1nnc(SCC(=O)Nc2nccs2)s1,1,12,-6,-1,-0.7,-7,43,-2,-1.9
CN1C(=O)NC(c2cccc(F)c2)C2=C1CC(C)(C)CC2=O (centres undefined),1,22,-2,4,-0.7,-1,16,2,-2.6
